High-throughput results: PubChem BioAssay, Broad Institute
ARNT-TACC3 inh: disrupts binding between human ARNT and TACC3 | Q9Y6A5 | AlphaScreen His-ARNT PAS-B/GST-TACC3 binding, luminescence; TACC3 fragment carries E629A point mutation | inhibition, % at 9.99 µM | 390,000 compounds, 0.66% hits | AID 623870;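 active = mean inhibition of replicates at least 50% and at least half of replicates each reaching 50%; inconclusive = half or more replicates reach 50% but mean below 50%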;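 note: 0% = complete ARNT plus TACC3 wells and 100% = ARNT alone without TACC3; many hits fall short of the cut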
PAX8 inh HTS: lowers PAX8-driven luciferase in RMG-I cells; inhibition, % at 12.6 µM; 360,000 compounds, 1.2% hits; AID 652154; RMG-I TPO-luciferase reporter, SteadyGlo, 24 h;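 active = mean replicate inhibition at least 60% with every replicate also reaching 60%; inconclusive = only one of the two criteria is met; inactive = mean below 60% and not all replicates reaching 60%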;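 note: luciferase light reporting Pax8 driven TPO promoter activity; plate controls were median of neutral control wells for no effect and mitoxantrone controls for full effect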
SIRT5 inh: blocks human SIRT5 desuccinylation of peptide; Purified SirT5, succinyl-peptide AMC, trypsin-coupled fluorescence; 330,000 compounds, 1.1% hits; Q9NXA8; inhibition, % at 15 µM; AID 652115; in the data active = inhibition above about 15%; inconclusive = no clear call, values can overlap the other calls
Target sequence (Q9NXA8 whole entry, looked up): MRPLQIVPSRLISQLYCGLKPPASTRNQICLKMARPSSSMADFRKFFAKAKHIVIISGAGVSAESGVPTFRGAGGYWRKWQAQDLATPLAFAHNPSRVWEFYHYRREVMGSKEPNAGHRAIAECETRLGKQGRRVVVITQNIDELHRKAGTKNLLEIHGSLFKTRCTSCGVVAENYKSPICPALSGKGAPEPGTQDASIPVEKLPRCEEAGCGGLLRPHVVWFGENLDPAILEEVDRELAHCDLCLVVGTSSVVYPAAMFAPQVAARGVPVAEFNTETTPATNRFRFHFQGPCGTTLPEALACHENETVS
DENV2 CPE: inhibitors of DENV2 cytopathic effect | DENV2-infected cells, cytopathic effect rescue, plate reader | AID 651640 | 350,000 compounds, 1.7% hits | CPE inhibition, % at 9.99 µM; in the data active = CPE inhibition above about 20%, passing the limit was not always enough; inconclusive = no clear call, values can overlap the other calls; tested in BHK-21 cells;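 note: 0% = median of neutral control wells and 100% = median of positive control wells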
EWS-Fli inh: inhibitors of EWS/Fli oncoprotein transcriptional activity; A673 NR0B1-luciferase reporter, viability-normalised; inhibition, % at 12.6 µM; 350,000 compounds, 0.67% hits; AID 651661;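 active = mean inhibition of at least 50% after viability correction, with every replicate also passing that limit; inconclusive = mean reaches 50% but only one of two replicates passes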;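 note: firefly luciferase signal divided by Alamar Blue viability fluorescence both relative to DMSO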
CASP6 VEID inh: inhibitors of human caspase-6; P55212; purified caspase-6, Z-VEID-R110 cleavage fluorescence; inhibition, % at 12.5 µM; 350,000 compounds, 0.53% hits;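 active = mean inhibition across replicates at least about 35%, with every replicate also reaching that limit, limit read from the data; inconclusive = only one of the two criteria met; inactive = neither criterion met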;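 note: 0% = median of neutral control wells and 100% = no fluorescence left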
Target sequence (P55212 24-179 limits assumed): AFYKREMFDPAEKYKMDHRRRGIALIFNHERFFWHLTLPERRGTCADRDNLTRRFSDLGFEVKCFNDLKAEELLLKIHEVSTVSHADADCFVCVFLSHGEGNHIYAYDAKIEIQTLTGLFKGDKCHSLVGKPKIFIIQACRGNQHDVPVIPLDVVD
Target sequence (P55212 194-293 limits assumed): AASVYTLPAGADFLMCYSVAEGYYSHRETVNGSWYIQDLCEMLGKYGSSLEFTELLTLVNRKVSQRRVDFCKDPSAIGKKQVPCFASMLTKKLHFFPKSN
LGR2 antag: blocks bursicon-induced cAMP signaling via Drosophila LGR2; HEK293 LGR2, CRE-luciferase, bursicon-stimulated, 4 h; inhibition, % at 9.99 µM; AID 720647; 380,000 compounds, 0.35% hits;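 active = drop in luminescence signal, shown as inhibition above about 50% in the replicate tests, limit read from the data, passing the limit was not always enough; inconclusive = probably only some replicates passing the limit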;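 note: agonist challenge used bursicon conditioned medium at about half maximal strength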
An asterisk follows results filed as active; ? = inconclusive; · = no result given. An excerpt, so the mix of outcomes need not match the whole.

SMILES	ARNT-TACC3 inh	PAX8 inh HTS	SIRT5 inh	DENV2 CPE	EWS-Fli inh	CASP6 VEID inh	LGR2 antag
O=[N+]([O-])c1ccc(N2CCNCC2)c(Cl)c1	5.9	5.3	2.2	4.1	15.5	-1.0	-5.3
COc1ccc(NC(=O)CN(C)C(=O)CSC(c2ccccc2)c2ccccc2)cc1	3.0	12.6	2.1	-6.5	4.8	2.6	6.8
CN1CCCN(C(=O)COc2ccccc2Br)CC1	3.8	-5.4	-3.4	5.9	-1.6	·	-3.5
NC(=O)C1CCN(/C=C2\C(=O)NC(=O)N(Cc3ccco3)C2=O)CC1	-4.1	-6.3	2.0	-5.7	-7.1	9.0	-2.4
Cc1cccc(C)c1-n1nnnc1C(c1ccccc1)N1CCC2(CC1)C(=O)NCN2c1ccccc1 (stereo not given)	·	-3.7	-1.4	0.9	13.0	-0.6	23.4
C=CCn1c(O)c(C(C)=NCc2ccc3c(c2)OCO3)c(=O)[nH]c1=O	5.1	-22.6	-7.4	-4.8	20.0	4.5	-2.8
O=C(Cc1cccnc1)N1CCCCN2[C@H](CO)[C@@H](c3ccc(C#CC4CC4)cc3)[C@@H]2C1	·	2.4	1.7	-6.5	6.7	0.5	·
C#CC[N+]1(C)C2CCC1CC(O)C2 (stereo not given)	-10.3	17.4	-8.0	-1.2	-0.8	-0.7	12.5
CN1CC(C(=O)c2ccc(Cl)cc2)C(c2ccccc2)C1 (stereo not given)	6.4	8.1	27.1*	14.3	5.5	-7.0	1.2
CNC(=O)O/N=C(\C)Cc1nnn(-c2cc(C)on2)n1	-0.2	-7.9	0.7	10.8	-6.7	-5.4	-11.8
CCc1cc(=O)oc2cc(C)cc(OCC(=O)N3CCC(C(=O)O)(c4ccccc4)CC3)c12	-13.2	·	·	?	2.2	-7.0	-7.3
O=C1NC2NC(=O)N([N+](=O)[O-])C2N1 (stereo not given)	·	17.3	-1.2	5.4	1.6	30.0	4.7
Cc1cccc(C)c1-n1nnnc1C(c1cccs1)N1CCC(n2c(=O)[nH]c3ccccc32)CC1 (stereo not given)	·	-13.6	-0.8	-3.6	4.5	-2.0	15.4
O=C(Nc1ccc(Cl)cc1)N1CC1	1.9	-26.9	10.4	-4.8	-17.8	-2.3	-32.0
N#CC1c2ccccc2C=CN1C(=O)c1ccc(N(CCCl)CCCl)cc1 (stereo not given)	·	8.4	-5.4	5.3	7.0	-2.1	13.1
CCOc1ccc2nc(N=Nc3c(O)[nH]c(=O)[nH]c3=O)sc2c1	9.0	-13.4	-0.8	-5.9	-7.1	3.4	-5.1
CO[C@H]1CC=C2CCN3CCC4=C(CC(=O)OC4)[C@]23C1	-3.9	2.9	0.7	6.6	3.2	-1.5	·
O=C1NC(=O)N(Cc2ccccc2)C(=O)/C1=C/N1CCCc2ccccc21	16.0	26.5	0.1	-2.5	-1.2	20.3	1.7
N=C1c2ccccc2CN1NC(=O)c1ccc(Br)o1	-5.6	3.1	-16.9	-3.6	·	-1.2	-17.7
CSc1ccccc1C(=O)C1CCCN(Cc2ccccn2)C1 (stereo not given)	0.1	7.8	-1.9	4.0	5.0	-0.4	-28.4
CC1CCN(CC(=O)c2ccc3c(c2)OCCO3)CC1	-2.7	-70.3	-1.8	8.4	-52.7	-1.1	-23.0
O=C1C2CCN(CC2)C12CC2c1ccc(C(F)(F)F)cc1 (stereo not given)	-1.1	-1.4	-0.4	0.4	13.2	-5.4	-10.2
COC(=O)C1=C(c2ccc(F)cc2OCc2ccccc2)C[C@@H]2CC[C@H]1N2C(=O)NCc1ccccc1	0.3	43.4	·	67.9*	-0.6	2.5	6.4
O=c1[nH]c2ccccc2n1C1CCN(C(c2cccs2)c2nnnn2Cc2ccccc2)CC1 (stereo not given)	·	86.6*	-1.0	?	32.5	0.5	41.3

Rewritten bar-delimited: entries from further up
molecule | ARNT-TACC3 inh | PAX8 inh HTS | SIRT5 inh | DENV2 CPE | EWS-Fli inh | CASP6 VEID inh | LGR2 antag
O=c1[nH]c2ccccc2n1C1CCN(C(c2cccs2)c2nnnn2Cc2ccccc2)CC1 (stereo not given) | · | 86.6* | -1.0 | ? | 32.5 | 0.5 | 41.3
CO[C@H]1CC=C2CCN3CCC4=C(CC(=O)OC4)[C@]23C1 | -3.9 | 2.9 | 0.7 | 6.6 | 3.2 | -1.5 | ·
COC(=O)C1=C(c2ccc(F)cc2OCc2ccccc2)C[C@@H]2CC[C@H]1N2C(=O)NCc1ccccc1 | 0.3 | 43.4 | · | 67.9* | -0.6 | 2.5 | 6.4
O=[N+]([O-])c1ccc(N2CCNCC2)c(Cl)c1 | 5.9 | 5.3 | 2.2 | 4.1 | 15.5 | -1.0 | -5.3

Additional results
SMILES	ARNT-TACC3 inh	PAX8 inh HTS	SIRT5 inh	DENV2 CPE	EWS-Fli inh	CASP6 VEID inh	LGR2 antag
CN(C)C1(c2nnnn2-c2ccc(Cl)cc2)CCCCC1	-5.7	17.8	·	-5.9	-7.7	-0.6	1.2
COc1ccccc1Oc1c(C)oc2cc(OC(=O)N(C)C)ccc2c1=O	6.3	4.2	-1.5	-2.2	8.7	2.7	2.6
CN1CCN(c2nc(N)cc(=O)[nH]2)CC1	4.3	11.6	-1.7	0.3	11.1	-3.7	-5.8
COC(=O)C1=C(c2ccc(OC)c(OC)c2)C[C@@H]2CC[C@H]1N2C(=O)NCCOc1ccc(OC)cc1	-0.4	2.2	·	6.9	2.2	-0.5	-10.8
O=C(NC1CCCCC1)N1Cc2ccccc2-n2nncc2C1	0.3	-8.3	-3.7	-5.3	-4.5	-2.0	-8.9
O=C(O)[C@@H]1[C@@H](CO)[C@@H]2Cn3c(ccc(-c4ccncc4)c3=O)[C@H]1N2C(=O)C1CCCC1	·	·	-79.3	-0.4	5.5	0.7	-14.8
COC(=O)C1=C(c2cccc(OC)c2OC)C[C@@H]2CC[C@H]1N2C(=O)NC1CC1	·	-26.3	0.8	-6.3	-1.9	-0.3	1.6
NP(=O)(OCCCc1ccccc1)c1ccccc1 (stereo not given)	-7.0	15.2	·	-8.5	-41.8	·	1.9
O=C(Cc1ccccn1)N1CCCCN2[C@H](CO)[C@@H](c3ccc(-c4ccccc4F)cc3)[C@H]2C1	2.9	-25.8	-2.1	-1.5	-5.2	-1.5	-7.5
O=c1[nH]c(=O)n(-c2cccc(Cl)c2)c(O)c1C=NCCN1CCCCC1	3.4	·	-1.5	-7.0	4.0	-6.7	4.6
O=C(CN1C(=O)COc2ccccc21)N1CCC2(CC1)OCCO2	-3.1	-14.5	-2.7	3.7	-4.2	1.7	-10.5
CC12CC1(C)C(=O)N(c1cc(Cl)cc(Cl)c1)C2=O (stereo not given)	11.6	2.6	-3.2	0.2	0.4	-2.2	-30.4
CN(C)CCSC1c2ccccc2CSc2ccccc21 (stereo not given)	·	-18.0	-1.4	?	0.5	-6.8	-4.7
COc1ccc(OC(=O)N(C)C[C@@H]2OCc3ccccc3-c3c(n(C)c4ccccc34)C(=O)N([C@@H](C)CO)C[C@H]2C)cc1	·	55.6	1.5	8.4	5.2	4.0	12.5
O=c1[nH]c(=S)n(C2CC2)c(O)c1C=Nc1cccc(C(F)(F)F)c1	-2.3	49.1	-0.2	-14.3	-12.3	6.1	-8.9
O=C(Nc1ccccc1)c1c(O)c2c(n(Cc3ccco3)c1=O)CCCC2	1.0	26.2	-3.0	7.3	-8.1	-0.1	-37.8
CC(C)C(C)(NC(=O)c1cccn(Cc2ccc3c(c2)OC(F)(F)O3)c1=O)C(N)=O (stereo not given)	·	-8.1	5.0	4.1	9.4	1.7	-6.2
O=C1c2cccc3cccc(c23)C(=O)N1/N=C/c1c(O)n(-c2ccccc2)c(=O)[nH]c1=O	4.7	-2.9	0.7	12.9	4.9	7.2	7.5
O=c1c2ccccc2nc(-c2ccoc2)n1-c1ccccc1	2.9	·	2.3	-1.8	0.0	2.1	-15.1
CCOc1cc(CN2CCN(C(=O)Cc3ccccc3)CC2)ccc1OC	-2.9	34.3	2.4	2.0	-1.5	2.2	4.3
CC(=O)OCC12CC(OC(=O)CC(C)C)C(C)=CC1OC1C(O)C(OC(C)=O)C2(C)C12CO2 (stereo not given)	-6.4	102.4*	·	-37.2	44.4	-3.9	101.3*
c1ccc(CC(NCc2ccco2)c2ccccc2)cc1 (stereo not given)	15.7	4.8	-5.4	3.0	6.4	0.2	-8.4
COC(=O)C1=C(c2ccc(OCc3ccccc3)c(F)c2)C[C@@H]2CC[C@H]1N2C	·	-12.3	-2.6	4.9	-4.3	-0.8	14.5
CCc1nn(CC(=O)N2CCC3(CC2)OCCO3)c(=O)c2cccn12	-3.8	-3.5	0.0	-1.7	4.2	0.0	-12.2
COc1cccc(-c2ccc([C@@H]3[C@@H](CO)N4CCCCN(C(=O)Cc5ccncc5)C[C@@H]34)cc2)c1	·	-24.9	0.0	6.3	·	3.3	-4.3
NC(=O)c1c(Br)n(C2OC(CO)C(O)C2O)c2ncnc(N)c12 (stereo not given)	19.8	85.5*	-5.5	-3.0	32.2	1.8	7.2
N#CC1(c2ccccc2)CCN(C2CC(=O)N(c3ccc4c(c3)OCO4)C2=O)CC1 (stereo not given)	-2.8	13.5	0.1	3.1	6.3	4.2	-10.8
CCOc1cc(CNCCc2ccccc2F)ccc1OC	4.5	-6.9	-4.9	-6.9	5.6	-3.3	0.2
CN1CCc2nc(SCc3cccc(Br)c3)c(C#N)cc2C1	-0.6	7.7	0.6	2.8	-20.5	-0.8	8.1
CC(=O)C1CCC2C3CCC4CC(O)CCC4(C)C3C(=O)CC12C (stereo not given)	·	1.2	-2.0	8.8	-1.4	-0.2	29.0
COc1cc2c3cc1Oc1c(OC)c(OC)cc4c1[C@H](Cc1ccc(cc1)Oc1cc(ccc1O)C[C@H]3N(C)CC2)N(C)CC4	10.3	15.7	·	13.6	17.4	-20.0	·
OC(CNCc1ccccc1)c1ccc(Cl)cc1 (stereo not given)	2.7	-7.6	-0.3	-3.8	-7.3	-0.6	0.4
CC=Cc1ccc2n(c1=O)C[C@H]1[C@H](CO)[C@@H](C(=O)N(C)C)N[C@@H]21 (mixture of isomers)	-9.9	-2.4	-6.7	-7.4	-5.7	0.3	-5.9
CCCCc1ccc(NC2=NCCCS2)cc1	10.3	-54.3	0.0	2.5	-39.2	-4.2	-20.9
Nc1cc(Cl)cc(Cl)c1	·	·	·	-7.4	-5.7	-3.9	12.9
CN1CCN(c2nc3ccccc3o2)CC1	2.2	-9.9	-0.9	8.9	-13.4	-1.8	9.0
N=C1c2ccccc2CN1c1cccc([N+](=O)[O-])c1	-38.1	-15.8	8.0	6.4	8.1	0.4	22.1
C[N+](C)(N)CCOC(=O)C(O)(c1ccccc1)C1CCCCC1 (stereo not given)	0.0	-10.7	2.9	3.3	-2.8	0.3	·
CCCCC(=O)N/N=C/c1c(O)n(CCC2=CCCCC2)c(=O)[nH]c1=O	·	7.7	2.3	-5.4	18.6	0.7	9.3
CCOC(=O)CNC(=S)N1CC2C[C@@H](C1)Cn1c2cccc1=O	-2.4	1.2	0.0	-1.2	8.8	2.2	10.3
COC1CC2C=C(C)C=CC=CC(=O)NC(c3ccccc3)CC=CCCC(O)CC(=O)C2=C1O (stereo not given)	·	116.2*	·	-3.8	55.4*	1.6	22.1
O=C(Cc1ccccn1)N1CCCCN2[C@@H](CO)[C@H](c3ccc(-c4ccc(F)cc4)cc3)[C@@H]2C1	-1.0	-0.7	-0.4	19.4	-1.8	-0.4	-40.6
CC(C)=CCOc1c2occc2cc2ccc(=O)oc12	·	6.2	·	7.3	-26.9	0.4	-17.2
C(=NC12CN3CN(CN(C3)C1)C2)c1cccs1	2.3	·	1.3	1.8	-8.9	-71.7	-6.1
CCOc1cc2c(cc1OCC)-n1cccc1C(c1cccc([N+](=O)[O-])c1)NC2 (stereo not given)	13.9	15.5	-2.8	6.0	0.5	-3.5	-5.2
NC(=O)c1cc(N2CC2)c([N+](=O)[O-])cc1[N+](=O)[O-]	-0.4	-1.8	0.2	5.4	-2.8	5.5	·
